Compound activity deposited in PubChem by Sanford-Burnham Center for Chemical Genomics.
CXCR6 inh – CXCR6 (human) receptor inhibition | O00574 | hit rate 0.36% among 360,000 | inhibition, % at 20 µM | CHO-K1 PathHunter CXCR6 beta-arrestin, luminescence | AID 602244; in the data active = inhibition above about 34%, passing the limit was not always enough;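 also: antagonist mode with CXCL16 agonist at 10 nM final; 0% = 10 nM CXCL16 with DMSO and 100% = unstimulated wells without agonist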
Target sequence (O00574 whole entry, looked up): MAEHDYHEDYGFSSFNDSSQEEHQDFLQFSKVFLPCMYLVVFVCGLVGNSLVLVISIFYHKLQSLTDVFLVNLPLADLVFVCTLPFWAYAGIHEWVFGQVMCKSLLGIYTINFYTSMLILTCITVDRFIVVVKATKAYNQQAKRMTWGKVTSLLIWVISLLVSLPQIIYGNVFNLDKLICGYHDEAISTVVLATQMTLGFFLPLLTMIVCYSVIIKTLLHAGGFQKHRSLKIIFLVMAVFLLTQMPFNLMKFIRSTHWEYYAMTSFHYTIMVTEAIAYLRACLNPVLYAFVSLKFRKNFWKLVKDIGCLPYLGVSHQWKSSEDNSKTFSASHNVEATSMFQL
EBI2 block – blocks human EBI2 receptor beta-arrestin signaling | P32249 | EBI2 beta-arrestin recruitment, luminescence, 7a,25-OHC stimulated | inhibition, % at 5 µM | hit rate 0.81% among 360,000 | AID 651636; in the data active = inhibition above about 38%;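 also: enzyme fragment complementation signal reports receptor beta-arrestin coupling in cells; 0% = agonist plus DMSO wells and 100% = wells without agonist; some results beyond the cut were filed as inactive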
CCR6 antagonist – blocks CCL20-driven beta-arrestin recruitment at human CCR6; P51684; CHO-K1 CCR6 PathHunter beta-arrestin, luminescence, CCL20-stimulated; inhibition, % at 20 µM; hit rate 0.49% among 340,000;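 active = compounds whose inhibition of the agonist-driven luminescence signal at 20 µM reaches about 50%, limit read from the data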;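 also: cells stimulated with CCL20 at 14 nM final; plate controls were DMSO with CCL20 for no effect and DMSO without agonist for full effect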
Target sequence (P51684 whole entry, looked up): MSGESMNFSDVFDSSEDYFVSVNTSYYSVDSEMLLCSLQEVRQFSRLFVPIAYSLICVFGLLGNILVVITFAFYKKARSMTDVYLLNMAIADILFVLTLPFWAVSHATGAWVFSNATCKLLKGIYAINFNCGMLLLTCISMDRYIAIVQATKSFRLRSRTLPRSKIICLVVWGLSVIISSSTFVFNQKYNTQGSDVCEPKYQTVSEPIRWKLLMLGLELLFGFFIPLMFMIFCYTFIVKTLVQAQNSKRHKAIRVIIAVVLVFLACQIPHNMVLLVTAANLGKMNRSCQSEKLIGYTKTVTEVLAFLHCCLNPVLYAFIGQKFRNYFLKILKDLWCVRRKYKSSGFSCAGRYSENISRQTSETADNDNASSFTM
Gli-Sufu block – blocks Gli-Sufu signaling in a luciferase reporter. Sufu-KO-LIGHT fibroblasts, Gli luciferase reporter luminescence. inhibition, % at 5 µM. hit rate 0.74% among 340,000. AID 588413;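 active = inhibition above about 55%, limit read from the data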;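 also: 0% = DMSO-treated cells and 100% = wells with medium but no cells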
A3A deaminase – blocks human APOBEC3A ssDNA deamination; hit rate 0.41% among 330,000; inhibition, % at 20 µM; P31941; recombinant A3A, FAM/TAMRA ssDNA deamination fluorescence;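 active = at least 40% inhibition at 20 µM here, with at most 30% in a related deaminase screen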;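 also: plate controls were A3A with DMSO for no effect and wells lacking A3A enzyme for full effect; some results filed as inactive read as strong as hits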
Target sequence (P31941 whole entry, looked up): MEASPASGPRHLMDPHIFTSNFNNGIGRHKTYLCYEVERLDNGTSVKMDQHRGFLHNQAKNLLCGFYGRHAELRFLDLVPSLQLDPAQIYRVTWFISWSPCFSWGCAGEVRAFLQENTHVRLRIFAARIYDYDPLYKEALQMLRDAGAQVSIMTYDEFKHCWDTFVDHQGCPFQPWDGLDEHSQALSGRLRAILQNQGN
NR3A LBD binder – NR3A (human) ligand-binding domain modulation; AID 1259313; hit rate 2.5% among 340,000; NR3A LBD differential scanning fluorimetry, Tm shift; 0% = protein alone, 100% = glycine-bound protein; Tm shift relative to glycine control, % at 25 µM;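 active = melting temperature shift of at least 10% of the positive control shift, at one fixed dose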
MPTP inh – blocks calcium-induced mitochondrial swelling | isolated mouse mitochondria, Ca2+ swelling absorbance, 30 min | AID 602449 | hit rate 1.4% among 360,000 | inhibition, % at 10 µM;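 active = inhibition of 50% or more, scaled per plate between neutral and stimulator controls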;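 also: 0% = DMSO wells given calcium and 100% = 1 mM EGTA wells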
APOBEC3G inh – inhibitors of human APOBEC3G DNA deaminase | inhibition, % at 20 µM | AID 493012 | Q9HC16 | recombinant A3G, ssDNA deamination FAM/TAMRA fluorescence | hit rate 0.28% among 330,000;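 active = inhibition of at least 40% at 20 µM, with no more than 30% in the related APOBEC3A deaminase screen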;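 also: plate controls were DMSO wells with A3G for no effect and wells lacking A3G enzyme for full effect; some compounds called inactive have numbers as strong as hits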
An asterisk follows results filed as active; . = not tested or not shown.

no.	SMILES	CXCR6 inh	EBI2 block	CCR6 antagonist	Gli-Sufu block
1	O=C(COc1cccnc1[N+](=O)[O-])Nc1ncc(Cl)cc1Cl	-7	-25	-2	-15
2	C=CCC[C@@H](Cc1ccc(F)cc1)C(=O)OC[C@@H](Cc1c[nH]c2ccccc12)NC(=O)[C@@H](CC=C)CC(=O)N[C@H](CO)Cc1ccccc1	-8	11	-5	12
3	COc1ccc(/C=C2\N=C(SC)NC2=O)cc1	-1	4	5	4
4	Cc1ccc(S(=O)(=O)N2CCCCC2)cc1	3	-1	12	0
5	COC(=O)c1sc2ncn(CC(=O)NCCc3ccc(OC)c(OC)c3)c(=O)c2c1C	0	-7	9	5
6	CC(C)CC(=O)NC(NC(=S)Nc1ccccc1)C(Cl)(Cl)Cl (stereo not given)	-3	2	14	15
7	O=C(Nc1ccc(F)c(Cl)c1)N1CCCCCC1	-7	-4	14	-27
8	O=C(COC(=O)CN1C(=O)c2ccccc2C1=O)Nc1ccccc1	-3	-6	-4	1
9	O=c1c2ccccc2[nH]c(=S)n1CCN1CCc2ccccc2C1	4	-9	28	10
10	Brc1cccc(Nc2nc(-c3cccnc3)cs2)c1	-12	42*	-7	12
11	COc1ccc(CNC(=O)c2ccc(NC(=O)CC3SC(N4CCCCC4)=NC3=O)cc2)cc1 (stereo not given)	4	-9	-10	-8
12	O=C(Cc1csc(-c2ccccc2)n1)NCc1cccs1	-5	-4	4	1

no.	A3A deaminase	NR3A LBD binder	MPTP inh	APOBEC3G inh
1	24	-2	2.2	16
2	-3	-5	0.8	-5
3	-4	-2	1.8	-2
4	-5	0	-0.6	-11
5	-5	-2	-1.5	-8
6	-1	-4	14	-2
7	3	-2	9.8	0
8	-1	-2	-2.3	-9
9	-3	-1	-1.4	-7
10	-3	43*	1.1	-1
11	-1	-1	-2.7	0
12	-4	0	8.3	0

Compounds 2–11 of the list above:
no.	SMILES	CXCR6 inh	EBI2 block	CCR6 antagonist	Gli-Sufu block
2	C=CCC[C@@H](Cc1ccc(F)cc1)C(=O)OC[C@@H](Cc1c[nH]c2ccccc12)NC(=O)[C@@H](CC=C)CC(=O)N[C@H](CO)Cc1ccccc1	-8	11	-5	12
3	COc1ccc(/C=C2\N=C(SC)NC2=O)cc1	-1	4	5	4
4	Cc1ccc(S(=O)(=O)N2CCCCC2)cc1	3	-1	12	0
5	COC(=O)c1sc2ncn(CC(=O)NCCc3ccc(OC)c(OC)c3)c(=O)c2c1C	0	-7	9	5
6	CC(C)CC(=O)NC(NC(=S)Nc1ccccc1)C(Cl)(Cl)Cl (stereo not given)	-3	2	14	15
7	O=C(Nc1ccc(F)c(Cl)c1)N1CCCCCC1	-7	-4	14	-27
8	O=C(COC(=O)CN1C(=O)c2ccccc2C1=O)Nc1ccccc1	-3	-6	-4	1
9	O=c1c2ccccc2[nH]c(=S)n1CCN1CCc2ccccc2C1	4	-9	28	10
10	Brc1cccc(Nc2nc(-c3cccnc3)cs2)c1	-12	42*	-7	12
11	COc1ccc(CNC(=O)c2ccc(NC(=O)CC3SC(N4CCCCC4)=NC3=O)cc2)cc1 (stereo not given)	4	-9	-10	-8

no.	A3A deaminase	NR3A LBD binder	MPTP inh	APOBEC3G inh
2	-3	-5	0.8	-5
3	-4	-2	1.8	-2
4	-5	0	-0.6	-11
5	-5	-2	-1.5	-8
6	-1	-4	14	-2
7	3	-2	9.8	0
8	-1	-2	-2.3	-9
9	-3	-1	-1.4	-7
10	-3	43*	1.1	-1
11	-1	-1	-2.7	0

(further entries)
no.	SMILES	CXCR6 inh	EBI2 block	CCR6 antagonist	Gli-Sufu block
13	COc1cc(N(C)C)c([N+](=O)[O-])cc1C(=O)N1CCN(Cc2ccccc2)CC1	3	29	6	4
14	Cc1ccc(CNC(=O)c2ccccc2NC(=O)CN2CCN(C)CC2)cc1	4	-2	17	-13
15	S=c1[nH]c2cc3ccccc3cc2[nH]1	-22	10	-16	6
16	O=C(NCCCN1CCOCC1)c1cc(-c2cccs2)on1	6	-14	13	-5
17	Cc1cc(C)cc(C(=O)N2CCCCC2)c1	5	2	3	6
18	Cc1ccc(CCNC(=O)c2cc(S(=O)(=O)N3CCOCC3)cn2C)cc1	0	0	2	2
19	O=C(c1cccc(-c2ccc(O)cc2)c1)N1CCOCC1	5	0	-18	-10
20	CCCOc1ccc(C2(C(=O)O)CCCC2)cc1	0	-8	-5	2
21	COc1cccc(NC(=O)CN2C(=O)C(=O)N(C3CCCC3)C2=O)c1	0	-3	4	-1
22	C=CCn1c(SCC(=O)Nc2c(C)n(C)n(-c3ccccc3)c2=O)nnc1-c1cccnc1	5	-4	-8	6
23	COc1ccc(NC(=O)CSc2cn[nH]n2)c(OC)c1	2	-9	-1	18
24	CCN(CC)CCNC(=O)C1CCC(=O)N1CCc1ccccc1 (stereo not given)	1	9	-5	3

no.	A3A deaminase	NR3A LBD binder	MPTP inh	APOBEC3G inh
13	-1	5	-0.2	-1
14	-1	-1	-0.8	-7
15	2	26*	4.8	-3
16	2	1	-1.7	0
17	.	-2	-0.7	.
18	-5	0	0.8	-8
19	-1	2	15	-1
20	5	1	0.3	-4
21	-2	0	-0.7	-3
22	-3	1	-2.4	-5
23	-2	0	0.2	-12
24	1	0	-1.0	-2

Following part.
no.	SMILES	CXCR6 inh	EBI2 block	CCR6 antagonist	Gli-Sufu block
25	CCc1cccc(C)c1NC(=O)CSc1nc(-c2ccccc2F)nc2nc[nH]c12	0	8	-17	-2
26	COc1ccc(NC(=O)c2ccccc2)c([N+](=O)[O-])c1	-8	-2	-1	-58
27	CN(CC(=O)Nc1ccccc1Cl)C(=O)COC(=O)c1cc([N+](=O)[O-])ccc1N1CCOCC1	-9	-3	8	14
28	Cc1ccc(S(=O)(=O)N2CCCC2C(=O)NCc2ccccc2F)cc1 (stereo not given)	-2	5	18	-2
29	COc1ccc([C@H]2CC(=O)C=C(c3cc(F)ccc3F)C2)cc1OC	-5	2	-1	-13
30	O=[N+]([O-])c1cccc(COc2cccc(CN3CCCCC3)c2)c1	4	-5	10	9
31	Cc1ccc(NC(=S)NN2CCN(C)CC2)c(C)c1	3	-4	2	-1
32	CC1(C)C2CCC1(C)C(OC(=O)c1ccccc1C(=O)O)C2 (stereo not given)	-3	-7	9	0
33	CCCc1nc2sc3c(=O)n(N)cnc3c2c2c1CCCC2	-2	6	14	-47
34	Nc1nccc(-c2ccc(-n3cnc4ccccc43)cc2)n1	1	6	3	-34
35	Cn1c(=O)c2c(SCC(=O)NCCc3ccccc3)nc(C3CC3)nc2n(C)c1=O	.	.	13	-1
36	CC(C)C(=O)NCCc1c[nH]c2ccccc12	2	-10	2	0

no.	A3A deaminase	NR3A LBD binder	MPTP inh	APOBEC3G inh
25	3	-2	0.9	1
26	0	1	0.2	-12
27	3	-1	-0.4	0
28	-5	2	3.4	-7
29	-2	-2	0.7	-13
30	.	-1	-1.0	.
31	-4	-2	2.9	-4
32	-1	1	0.3	-9
33	2	-1	3.8	-2
34	-3	0	-0.8	-5
35	2	-1	.	-7
36	0	5	0.8	-3

New compounds follow.
no.	SMILES	CXCR6 inh	EBI2 block	CCR6 antagonist	Gli-Sufu block
37	CCOC(=O)N1CCN(CCC(=O)Nc2cccc(C)c2)CC1	-5	-2	13	-18
38	C=C(C)C1CC=C(C)/C(=N\NC(=S)Nc2ccc(C)cc2)C1 (stereo not given)	10	13	22	4
39	COC(=O)c1cc(-c2c(C)oc3cc(O)ccc3c2=O)c(C)o1	-6	-5	-2	11
40	Cc1ccc2c(NC(=O)c3ccco3)cccc2n1	20	-10	9	-8
41	O=C(CCc1c[nH]c2ccccc12)N1CCCC1	3	0	8	4
42	CCN(CC)S(=O)(=O)c1cc(NC(=O)CSc2n[nH]c(N)n2)ccc1C	0	3	18	-16
43	CCN1CCCC1CNC(=O)c1c(O)c2c([nH]c1=O)CCCC2 (stereo not given)	-1	-10	5	7
44	O=c1oc2cc(OCc3ccc(C(F)(F)F)cc3)ccc2cc1-c1ccccn1	0	-3	1	3
45	CCC(c1nnnn1CCOC)N1CCN(C(=O)c2ccco2)CC1 (stereo not given)	-2	-4	5	-1
46	C=CC[C@@H](Cc1ccc(F)cc1)C(=O)OC[C@@H]1CCCN1C(=O)[C@@H](CC=C)CC(=O)N(CCO)Cc1ccccc1	10	24	17	3
47	CCOc1ncccc1C(=O)OCC(=O)c1ccc[nH]1	-2	-8	-6	-1
48	CN(C)CCCCOc1ccccc1-c1ccccc1	5	-2	9	2

no.	A3A deaminase	NR3A LBD binder	MPTP inh	APOBEC3G inh
37	-8	-3	1.4	-9
38	-3	-2	0.9	-8
39	-6	-1	3.3	-6
40	33	-1	-0.8	1
41	-2	-5	-0.4	-2
42	0	2	0.4	-4
43	0	2	-3.5	-1
44	3	-1	-0.7	-1
45	-5	0	-0.7	-6
46	4	-2	0.8	-3
47	-4	6	0.1	-5
48	-3	-1	-2.5	-5

(listing goes on)
no.	SMILES	CXCR6 inh	EBI2 block	CCR6 antagonist	Gli-Sufu block
49	c1cncc(-c2nnc3n2CCC3)c1	-5	3	6	-19
50	CCOC(=O)c1c(-c2ccccc2)csc1NC(=O)c1cc(S(=O)(=O)N2CCOCC2)ccc1C	4	17	11	13
51	CC[n+]1ccc(/C=C2\Sc3ccccc3N2CCCS(=O)(=O)[O-])c2ccccc21	2	-8	7	-2
52	COc1ccc(CN2CCC(n3nccc3NC(=O)CCOc3ccccc3)CC2)cc1C	2	-6	23	32
53	Cc1cccc(OCC2=N/C(=C\N(C)C)C(=O)O2)c1	6	-17	4	-1
54	CCCOC(=O)c1ccc(NC(=O)CCOc2ccccc2)cc1	-1	11	12	-10
55	O=C(Nc1ccc(N2CCCCC2)cc1)c1ccccn1	-3	-40	8	64*
56	CCCCN(C)S(=O)(=O)c1ccc(C(=O)Nc2nnc(CSC)o2)cc1	2	1	21	1
57	CCOC(=O)c1c(N)c2cc([N+](=O)[O-])ccc2n1C	2	-7	4	-11
58	Cc1cc(C(=O)Nc2cccnc2Cl)on1	2	-15	-20	-5
59	CCNS(=O)(=O)c1ccc(OC)c(C(=O)NC2CCCCC2)c1	1	8	3	-12
60	O=C(O)c1c[nH]c(=O)c2ccccc12	-4	-3	15	-16

no.	A3A deaminase	NR3A LBD binder	MPTP inh	APOBEC3G inh
49	3	2	-0.6	-5
50	-1	3	2.3	1
51	83*	-1	0.8	24
52	0	0	1.5	-5
53	0	0	2.0	1
54	-4	-5	20	-8
55	7	-1	-0.8	-5
56	-1	-4	-1.5	-2
57	-4	-1	0.9	-6
58	6	1	-0.7	2
59	-1	1	0.0	0
60	0	-2	1.0	-1

(more compounds)
no.	SMILES	CXCR6 inh	EBI2 block	CCR6 antagonist	Gli-Sufu block
61	Cc1ccc(S(=O)(=O)CCc2nnc(NC(=O)c3ccccn3)s2)cc1	13	-1	8	-16
62	CC(=O)N1Cc2cc(N)ccc2Oc2ccccc21	3	5	-3	6
63	COc1ccc(-c2csc(NC(=O)c3cc(-c4cccs4)nc4ccccc34)n2)c(OC)c1	13	-8	14	-3
64	COc1ccc(C(=O)NCCC2=CCCCC2)cc1OC1CCN(C(C)C)CC1	6	-2	9	-14
65	COc1ccccc1CC(Cc1nc2ccccc2[nH]1)c1nc2ccccc2[nH]1 (stereo not given)	13	1	11	22
66	Cc1ccccc1-c1noc(-c2ccccc2C(=O)O)n1	15	4	5	-10

no.	A3A deaminase	NR3A LBD binder	MPTP inh	APOBEC3G inh
61	-7	-3	0.4	0
62	-3	-1	1.0	-4
63	-3	2	0.0	-1
64	-2	-2	-1.9	-1
65	-1	-2	1.4	-5
66	2	-1	-0.8	-1
